Rab9 promoter act: qHTS Assay for Rab9 Promoter Activators | Potency, µM (top dose mostly 9.22 µM), without a hit: top-dose activation, negative = inhibition, most hits filed as activators | hit rate 2.8% among 320,000 | Huh7 Rab9 promoter-luciferase reporter, luminescence, 24 h; also: % of control where 0% means no effect; nearly all actives have a fitted effect of over 60% in size
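Using Huh7 cells stably transfected with Rab9 promoter–luciferase, compounds were incubated 24 h at 37 °C, 5% CO2; luciferase luminescence was read 10 min after reagent addition.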
BRCA1 expr act: qHTS Assay to Identify Small Molecule Activators of BRCA1 Expression. MCF7-BRCA1-FFLuc reporter, luminescence, 48 h; response scale: scaled: vehicle 0%, 10 µM genistein 100%. Potency, µM (series often up to 46.1 µM), inactives show at the top dose activation, most hits filed as activators. hit rate 1.1% among 380,000; also: nearly all actives have a fitted effect of over 80% in size; some results filed as inactive show a strong effect at the top dose
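MCF7-BRCA1-FFLuc cells, 2000/well in phenol-red-free MEM, attached 2 h then treated 48 h at 37 C. Luciferase luminescence read 15 min after reagent; normalized to genistein maximum activation (10microM) and DMSO, concentration-response fitted.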
p53 reactivator: qHTS assay for re-activators of p53 using a Luc reporter | H1299 p53-A138V BP100-luciferase reporter, luminescence, 24 h | Potency, µM (titrated, usually from 92.2 µM), for inactives: at the top dose activity change, positive = activation, actives largely listed as activators | hit rate 0.063% among 320,000 | AID 504706, 2011; also: % of control where 0% means no effect; nearly all actives have a fitted effect of over 45% in size
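H1299 (p53-null), stable ts p53-A138V + BP100-Luc; 1000 cells/well, Opti-MEM/10% FBS; cpd 4 pt, 1:5; 24 h, 37 deg C, 5% CO2; detection reagent 10 min RT; luminescence.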
Gal4-VP16 FLuc: VP16 counterscreen qHTS for inhibitors of ROR gamma transcriptional activity. hit rate 3.5% among 310,000. Drosophila S2 Gal4-VP16 UAS-luciferase, luminescence, 20 h. Potency, µM (highest dose often 53.6 µM), without a hit: at the highest dose activity, negative = inhibition, actives largely listed as inhibitors;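 also: Gal4-VP16 expression switched on by copper sulfate through the metallothionein promoter; % is scaled to controls: 0 for no effect and ±100 for the full control effect; nearly all actives have a fitted effect of over 50% in size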
MBNL1 CUG block: qHTS Assay for Inhibitors of MBNL1-poly(CUG) RNA binding | Potency, µM (doses to about 57.5 µM), for inactives: at the highest dose activity change, negative = inhibition, hits mostly inhibitors | Muscleblind-like protein 1 (Homo sapiens), Q9NR56 | hit rate 0.036% among 280,000 | TR-FRET MBNL1-His/biotin-(CUG)12 binding, 665/545 ratio; active = well fitted inhibition curve with a large enough effect in the signal ratio, with a control signal flat, not every such curve was filed as active; inconclusive = small, poorly fitted or top-dose-only effect, or effect the other way, or a change in a side signal; inactive = no such curve, though single readings can be large or run the other way; the % refers to the signal ratio; also: % is scaled to controls: 0 for no effect and ±100 for the full control effect
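His-tagged MBNL1 binding to biotinylated (CUG)12 RNA was measured by TR-FRET using terbium anti-His antibody (0.055 ng/ul final) and streptavidin-XL665 (5 nM final). Compounds were titrated 92 nM to 58 uM; 60 min at room temperature.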
FLuc modulator: qHTS profiling assay for firefly luciferase inhibitor/activator using purifed enzyme and Km concentrations of substrates (counterscreen for miR-21 project); Luciferin 4-monooxygenase (Photinus pyralis), P08659; purified FLuc, Km substrates, luminescence inhibition; Potency, µM (titrated, usually from 57.5 µM), for inactives: top-dose activity change, negative = inhibition, usual class: inhibitors; hit rate 6.9% among 360,000; AID 588342, 2011;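 also: plate controls were vehicle for no effect and reference inhibitor for full effect; nearly all actives have a fitted effect of over 55% in size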
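Purified P. pyralis luciferase, 10 nM final, with Km-level 10 uM D-luciferin and 10 uM ATP in 50 mM Tris acetate pH 7.5, 10 mM Mg acetate, 0.01% Tween-20, 0.05% BSA; 6-point qHTS titration about 60 µM downward; luminescence read.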
RORg inh: qHTS for inhibitors of ROR gamma transcriptional activity | AID 2551, 2010 | Drosophila S2 Gal4-RORgamma UAS-luciferase reporter, 20 h | hit rate 5.4% among 310,000 | Potency, µM (top dose mostly 53.6 µM), for the others: at the top dose activity change, negative = inhibition, actives largely listed as inhibitors | Nuclear receptor ROR-gamma (Mus musculus), P51450; also: % is scaled to controls: 0 for no effect and ±100 for the full control effect; nearly all actives have a fitted effect of over 60% in size
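In this cell-based reporter format, copper sulfate (700 uM final) drives Gal4–ROR gamma fusion expression from a metallothionein promoter in Drosophila Schneider cells; compounds preincubated 1 hr, reporter read after 20 hr at ambient temperature.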
ELG1 genotoxic: qHTS screen for small molecules that induce genotoxicity in human embryonic kidney (HEK293T) cells expressing luciferase-tagged ELG1; Potency, µM (top dose mostly 46 µM), without a hit: at the highest dose activity change, positive = activation, usual class: activators; HEK293T ELG1-luciferase reporter, luminescence, 16 h; hit rate 1.3% among 330,000; AID 504466, 2011; also: % of control where 0% means no effect; nearly all actives have a fitted effect of over 60% in size
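DMSO vehicle served as control against compound-treated ELG1-luciferase HEK293T cells; exposure lasted 16 hr at 37 °C and 5% CO2, followed by ONE-Glo luminescence detection after 30 min.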
NPC1 prom act: qHTS Assay for NPC1 Promoter Activators. Huh7 NPC1 promoter luciferase reporter, 24 h. Potency, µM (highest dose often 9.22 µM), inactives show at the highest dose activation, actives largely listed as activators. hit rate 2.4% among 320,000;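 also: % of control where 0% means no effect; nearly all actives have a fitted effect of over 60% in size; reporter is driven by a mutant NPC1 promoter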
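Stably transfected Huh7 (NPC1 promoter→luciferase), 1500 cells/well in Opti-MEM + 10% FBS, 2 h settle, then compound 24 h at 37 °C. Luminescence after 10 min with Amplite reagent.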
uPA generation: qHTS for Inhibitors of Cell Surface uPA Generation | AID 540303, 2011 | cell surface uPA generation assay, qHTS | Potency, µM (highest dose often 38.3 µM), inactives show at the highest dose activity change, negative = inhibition, usual class: inhibitors | hit rate 0.31% among 330,000; active = well fitted inhibition curve with a large enough effect; inconclusive = small, poorly fitted or top-dose-only effect; inactive = no such curve, though single readings can be large or run the other way; tested in mouse RAW 264.7 cells; also: % is scaled to controls: 0 for no effect and ±100 for the full control effect; nearly all actives have a fitted effect of over 55% in size
CXXC DNA block: qHTS Fluorescence Polarization Assay for Inhibitors of MLL CXXC domain - DNA interaction | MLL-CXXC / FITC-HOXA9 DNA fluorescence polarization | Potency, µM (top dose mostly 115 µM), inactives show at the top dose activity change, negative = inhibition, most hits filed as inhibitors | hit rate 0.037% among 290,000 | AID 2662, 2010; active = well fitted inhibition curve with a large enough effect in the polarisation, with a control signal flat, not every such curve was filed as active; inconclusive = small, poorly fitted or top-dose-only effect, or effect the other way, or a change in a side signal; inactive = no such curve, though single readings can be large or run the other way; the % refers to the polarisation
Target sequence (Q03164 whole entry, looked up, the tested form may be a part): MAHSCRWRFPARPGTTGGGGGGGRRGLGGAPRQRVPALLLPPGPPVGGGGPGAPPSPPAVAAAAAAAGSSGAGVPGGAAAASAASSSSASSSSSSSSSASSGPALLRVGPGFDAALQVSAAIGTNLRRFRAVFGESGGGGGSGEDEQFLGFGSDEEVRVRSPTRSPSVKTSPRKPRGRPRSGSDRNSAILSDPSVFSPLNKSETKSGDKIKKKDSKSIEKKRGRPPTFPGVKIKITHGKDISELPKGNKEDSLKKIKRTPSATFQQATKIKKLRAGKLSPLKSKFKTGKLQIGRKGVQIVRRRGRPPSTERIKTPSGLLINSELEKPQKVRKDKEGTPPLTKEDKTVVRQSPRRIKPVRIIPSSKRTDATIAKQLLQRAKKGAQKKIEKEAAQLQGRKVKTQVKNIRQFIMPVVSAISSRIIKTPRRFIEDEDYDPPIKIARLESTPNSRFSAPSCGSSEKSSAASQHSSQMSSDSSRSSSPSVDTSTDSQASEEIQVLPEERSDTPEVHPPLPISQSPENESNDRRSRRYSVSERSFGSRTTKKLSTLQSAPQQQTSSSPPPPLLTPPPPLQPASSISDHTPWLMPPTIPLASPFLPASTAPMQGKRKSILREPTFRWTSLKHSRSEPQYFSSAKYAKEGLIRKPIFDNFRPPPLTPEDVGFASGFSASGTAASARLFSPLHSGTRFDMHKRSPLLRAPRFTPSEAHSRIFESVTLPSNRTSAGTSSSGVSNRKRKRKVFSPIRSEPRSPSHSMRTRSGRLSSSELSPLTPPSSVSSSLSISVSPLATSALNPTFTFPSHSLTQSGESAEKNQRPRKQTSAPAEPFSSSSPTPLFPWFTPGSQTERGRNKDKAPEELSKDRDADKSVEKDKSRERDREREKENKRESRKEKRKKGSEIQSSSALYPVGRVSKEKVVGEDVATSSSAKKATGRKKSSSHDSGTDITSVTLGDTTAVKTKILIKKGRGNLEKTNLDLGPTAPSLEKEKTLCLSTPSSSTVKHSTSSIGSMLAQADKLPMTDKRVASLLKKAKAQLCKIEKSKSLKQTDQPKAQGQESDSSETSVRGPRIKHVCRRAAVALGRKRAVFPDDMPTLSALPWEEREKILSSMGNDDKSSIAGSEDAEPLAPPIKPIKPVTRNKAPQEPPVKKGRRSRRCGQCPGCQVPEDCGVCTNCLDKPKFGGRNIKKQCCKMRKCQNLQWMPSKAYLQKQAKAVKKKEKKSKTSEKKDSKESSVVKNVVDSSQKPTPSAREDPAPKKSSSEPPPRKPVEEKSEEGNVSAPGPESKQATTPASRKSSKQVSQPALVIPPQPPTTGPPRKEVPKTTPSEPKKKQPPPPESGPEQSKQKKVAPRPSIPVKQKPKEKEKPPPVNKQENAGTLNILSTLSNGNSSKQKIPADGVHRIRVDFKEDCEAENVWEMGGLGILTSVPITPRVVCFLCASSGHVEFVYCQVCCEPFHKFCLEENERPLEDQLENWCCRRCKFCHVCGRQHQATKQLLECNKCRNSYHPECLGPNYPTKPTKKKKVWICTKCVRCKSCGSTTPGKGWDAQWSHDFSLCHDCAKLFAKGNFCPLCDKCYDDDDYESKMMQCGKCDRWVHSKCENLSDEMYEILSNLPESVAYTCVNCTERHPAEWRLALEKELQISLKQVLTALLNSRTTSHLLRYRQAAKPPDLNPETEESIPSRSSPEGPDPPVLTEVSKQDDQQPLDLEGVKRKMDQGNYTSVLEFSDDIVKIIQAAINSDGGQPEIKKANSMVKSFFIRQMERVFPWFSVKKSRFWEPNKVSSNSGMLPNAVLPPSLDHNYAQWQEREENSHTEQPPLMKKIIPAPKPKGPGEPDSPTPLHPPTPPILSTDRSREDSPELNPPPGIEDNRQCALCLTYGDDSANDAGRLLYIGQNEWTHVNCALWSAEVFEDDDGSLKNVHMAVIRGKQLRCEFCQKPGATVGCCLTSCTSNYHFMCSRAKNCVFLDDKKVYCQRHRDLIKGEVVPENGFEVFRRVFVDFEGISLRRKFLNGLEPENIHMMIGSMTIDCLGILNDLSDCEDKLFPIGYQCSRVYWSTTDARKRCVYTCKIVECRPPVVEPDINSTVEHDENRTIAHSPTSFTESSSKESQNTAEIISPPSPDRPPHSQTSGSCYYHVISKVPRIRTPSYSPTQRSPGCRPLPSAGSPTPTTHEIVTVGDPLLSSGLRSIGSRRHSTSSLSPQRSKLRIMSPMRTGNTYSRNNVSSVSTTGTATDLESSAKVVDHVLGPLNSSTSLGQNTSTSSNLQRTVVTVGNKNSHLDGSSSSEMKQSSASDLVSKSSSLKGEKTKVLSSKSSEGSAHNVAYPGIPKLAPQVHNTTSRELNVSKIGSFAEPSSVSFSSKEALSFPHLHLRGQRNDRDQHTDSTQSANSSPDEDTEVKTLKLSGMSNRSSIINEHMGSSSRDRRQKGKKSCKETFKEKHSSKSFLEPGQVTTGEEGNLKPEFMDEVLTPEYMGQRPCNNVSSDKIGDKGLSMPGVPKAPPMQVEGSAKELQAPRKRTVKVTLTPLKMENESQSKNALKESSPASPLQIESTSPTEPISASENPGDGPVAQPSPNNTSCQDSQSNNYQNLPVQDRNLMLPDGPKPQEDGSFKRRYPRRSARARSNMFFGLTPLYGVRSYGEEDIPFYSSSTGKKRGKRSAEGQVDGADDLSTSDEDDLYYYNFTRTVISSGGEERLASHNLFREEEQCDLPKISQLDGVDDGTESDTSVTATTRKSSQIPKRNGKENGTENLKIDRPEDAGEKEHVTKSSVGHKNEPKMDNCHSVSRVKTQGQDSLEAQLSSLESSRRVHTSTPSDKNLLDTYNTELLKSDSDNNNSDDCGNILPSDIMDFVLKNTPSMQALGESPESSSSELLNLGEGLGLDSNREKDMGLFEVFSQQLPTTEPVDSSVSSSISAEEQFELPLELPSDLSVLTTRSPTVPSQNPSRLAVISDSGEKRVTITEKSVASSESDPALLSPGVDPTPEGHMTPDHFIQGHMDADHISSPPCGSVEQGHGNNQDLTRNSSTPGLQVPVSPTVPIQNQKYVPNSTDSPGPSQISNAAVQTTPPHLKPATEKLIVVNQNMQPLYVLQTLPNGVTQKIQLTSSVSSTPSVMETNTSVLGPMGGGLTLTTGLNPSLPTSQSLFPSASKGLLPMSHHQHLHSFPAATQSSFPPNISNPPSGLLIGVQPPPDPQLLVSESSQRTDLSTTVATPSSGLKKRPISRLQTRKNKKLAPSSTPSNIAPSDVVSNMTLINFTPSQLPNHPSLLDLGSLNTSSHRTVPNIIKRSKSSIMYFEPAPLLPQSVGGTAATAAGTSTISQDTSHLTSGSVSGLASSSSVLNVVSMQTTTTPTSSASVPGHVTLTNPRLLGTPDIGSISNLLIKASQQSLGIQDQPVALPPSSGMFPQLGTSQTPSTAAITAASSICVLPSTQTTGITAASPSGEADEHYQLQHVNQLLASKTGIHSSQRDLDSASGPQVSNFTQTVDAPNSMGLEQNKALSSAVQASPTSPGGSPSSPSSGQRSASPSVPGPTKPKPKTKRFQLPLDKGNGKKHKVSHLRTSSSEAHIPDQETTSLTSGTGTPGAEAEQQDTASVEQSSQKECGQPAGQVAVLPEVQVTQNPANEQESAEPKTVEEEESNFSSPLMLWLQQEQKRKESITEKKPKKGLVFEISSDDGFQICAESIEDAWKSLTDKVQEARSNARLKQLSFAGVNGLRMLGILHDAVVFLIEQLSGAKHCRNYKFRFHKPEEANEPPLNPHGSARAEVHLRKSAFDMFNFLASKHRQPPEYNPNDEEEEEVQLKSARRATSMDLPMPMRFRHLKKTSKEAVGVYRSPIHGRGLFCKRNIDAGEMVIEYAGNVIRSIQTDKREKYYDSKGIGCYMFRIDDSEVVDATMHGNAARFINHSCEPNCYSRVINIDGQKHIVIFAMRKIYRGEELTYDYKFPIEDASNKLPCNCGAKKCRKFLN
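Purified MLL-CXXC (added from a 7 uM solution) was preincubated 5 min at ambient with pinned compounds in 50 mM Tris-HCl pH 7.5, 50 mM NaCl, 1 mM DTT, 0.05% BSA. Fluorescein-labeled HOX-A9 DNA (50 nM solution) followed, 30 min, then polarization read.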
Active calls of the source: *; ? = inconclusive; . = not tested or not shown; & = joins results of further samples; [ ] = remark or other dose. Unless noted, calls follow the shape of the dose curve; as a rule, active = well fitted curve in the direction sought with a large enough effect; inconclusive = small, poorly fitted or top-dose-only effect, or another doubt; inactive = no such curve, though single readings can be large; an effect the other way counts as inactive or inconclusive. Potency is read from the fitted curve at half-maximal effect.

A first look:
Molecule | Rab9 promoter act | BRCA1 expr act | p53 reactivator | Gal4-VP16 FLuc | MBNL1 CUG block | FLuc modulator | RORg inh | ELG1 genotoxic | NPC1 prom act | uPA generation | CXXC DNA block
CCOC(=O)C(CC)Sc1nnc2c3cc(C)ccc3n(C)c2n1 (stereo not given) | -12% | -20% | 5% | 1% | ? | -1% | 34% | -4% | 4% | -3% | -7%
Cc1ccc(N2CN(S(=O)(=O)c3cccc([N+](=O)[O-])c3)c3nc4ccccc4nc32)cc1 | 0% | -16% | 0% | -10% | -7% | -1% | 0% | 5% | -4% | 7% | 49%[activator]

The whole of this part, previewed entries included:
Molecule | Rab9 promoter act | BRCA1 expr act | p53 reactivator | Gal4-VP16 FLuc | MBNL1 CUG block | FLuc modulator | RORg inh | ELG1 genotoxic | NPC1 prom act | uPA generation | CXXC DNA block
CCOC(=O)C(CC)Sc1nnc2c3cc(C)ccc3n(C)c2n1 (stereo not given) | -12% | -20% | 5% | 1% | ? | -1% | 34% | -4% | 4% | -3% | -7%
Cc1ccc(N2CN(S(=O)(=O)c3cccc([N+](=O)[O-])c3)c3nc4ccccc4nc32)cc1 | 0% | -16% | 0% | -10% | -7% | -1% | 0% | 5% | -4% | 7% | 49%[activator]
Cn1nccc1C(=O)Nc1cccc(S(=O)(=O)N2CCOCC2)c1 | 9% | -1% | 14% | 1% | -6% | 3% | 3% | 0% | 5% | 7% | 7%
Cc1cccc(C(=O)Nc2cccc(C(=O)N/N=C/c3ccccn3)c2)c1 | -5% | -2% | 6% | 5% | 16% | 19µM* | 1% | 0% | 0% | -6% | 11%
NC(=S)NC1CC2C=CC1C2 (stereo not given) | -4% | -2% | -4% | 6% | 3% | -1% | -21% | 1% | 1% | -6% | -2%
CCCN1CCN(S(=O)(=O)c2ccc(-n3cnnn3)cc2)CC1 | -5% | -1% | -2% | -4% | -2% | 1% | 0% | -1% | -4% | 8% | -1%
COc1ccccc1CC(=O)Nc1ccc(Cl)cc1C(=O)O | 0% | -1% | -1% | -4% | ? | ? | 1% | -3% | -2% | 0% | -7%
CCOC(=O)CN1NC2(CCCCCCC2)NC1=S | -3% | -7% | 2% | -18% | -2% | -2% | 4µM* | -4% | 2% | -2% | 8%
CCC(C)N(C(=O)CSc1nc(C)c(C)c(C)c1C#N)C1CCS(=O)(=O)C1 (stereo not given) | -2% | 5% | -10% | . | . | -17% | . | 0% | 8% | 5% | .
CCC(C(=O)N1CCc2ccccc2C1)n1nc(C)n2c(cc3occc32)c1=O (stereo not given) | -2% | -16% | -5% | 3% | 11% | 0% | 18% | 0% | 1% | -3% | -1%
O=C(c1ccc(F)cc1)c1ccc(N2CCCC2)cc1 | ? | 3.2µM* | ? | 4% | ? | 12µM* | 29% | 14µM* | ? | 1% | 3%
Cc1oc(-c2ccc(Cl)cc2)nc1CS(=O)CC(=O)NCCCN1CC(C)CC(C)C1 (stereo not given) | -2% | -9% | 5% | -4% | -6% | 1% | 2% | -1% | -5% | -1% | -2%
CCOC(=O)c1cnc2ccc(C)cc2c1OCc1cc(F)cc(F)c1 | 1% | 4% | -9% | -14% | 13% | 0% | -24% | 0% | 5% | 3% | 2%
O=C(CNC(=O)c1ccccc1F)OCCOc1cccc(Cl)c1 | -1% | 1% | 0% | . | . | 3% | . | 1% | -7% | -1% | .
C=C1CCC2C(C)(C)[C@@H](O)CC[C@@]2(C)[C@@H]1COc1ccc2ccc(=O)oc2c1 (stereo not given in full) | -1% | -80% | -8% | -25% | -6% | 1% | -36% | -3% | 2% | ? | 11%
CC(C)CCn1c(Oc2ccccc2Cl)nc2c1c(=O)n(C)c(=O)n2C | -10% | -29% | -4% | -9% | 4% | -3% | 7% | -5% | 6% | 7% | 1%
CCOC(=O)N1CCN(S(=O)(=O)N2CCCC(C(=O)NCc3ccccc3OC)C2)CC1 (stereo not given) | -2% | -37% | -3% | 3% | -8% | 0%&1% | -10% | -7% | -19% | -3% | 8%
COc1ccc(/C(C)=N/NC(=O)CNC(=O)C2COc3ccccc3O2)c(OC)c1 (stereo not given) | 5% | 10% | -2% | -5% | -19% | -3% | 0% | 3% | -1% | 5% | 3%
COc1ccc(N2CCN(C(=O)c3ccc(CSc4ccccc4)cc3)CC2)cc1 | 3% | 1% | 5% | -1% | ? | 2% | 33% | -2% | -2% | 0% | 1%
Cc1ccc(NC(=O)CCCSc2nc3ccccc3[nH]2)cc1 | 1% | -6% | -2% | 4% | 0% | ? | 1% | 0% | -1% | 3% | 12%
Cc1cccc(Nc2nnc(SCC(=O)Nc3ccc(C(=O)O)cc3)s2)c1 | 0% | -17% | 1% | ? | . | 1.7µM* | -23% | -4% | 21% | -25% | -1%
O=C1C=C(NCCN2CCOCC2)C(=O)c2cnccc21 | -49%[inhibitor] | . | -25% | ? | ? | -1% | 10µM* | -23% | -33%[inhibitor] | . | 18%
CCn1c(CC(=O)Nc2ccc(C)cc2)nnc1SCC(=O)NCc1ccccc1 | -5% | -7% | -10% | 4% | -19% | 3% | -6% | 3% | -1% | -2% | -4%
O=C(NNC(=O)c1ccc2c(=O)n3c(nc2c1)CCC3)c1cccc(Cl)c1 | -8% | -11% | -1% | . | . | -5% | . | 1% | -3% | -1% | .
O=C(c1cccc(Cl)c1)N1CCN(c2ccccn2)CC1 | -3% | -18% | -10% | -5% | 0% | -2% | -12% | 1% | 1% | 1% | 1%
O=C(COC(=O)C1C2CC3OC(=O)C1C3C2)Nc1ccccc1 (stereo not given) | 4% | -13% | -5% | 0% | -13% | ? | -41% | 1% | 6% | 5% | 5%
COc1ccc(F)cc1S(=O)(=O)n1cnc2ccccc21 | 3% | -32% | . | 1% | 0% | 6% | -5% | 1% | 0% | -5% | -1%
Cn1c(=O)c2c(nc(NCC(O)CO)n2CCc2ccccc2)n(C)c1=O (stereo not given) | -4% | 1% | 4% | -12% | -4% | 0% | -2% | 1% | -1% | 6% | -4%
CCCCC(=O)Nc1ccc(C(=O)Nc2ccc(S(=O)(=O)N3CCCC3)cc2)cc1 | -14% | -24% | 18% | -4% | 47%[activator] | -1% | 3% | -3% | -9% | . | 35%[activator]
COc1ccccc1Nc1nc(-c2cccc([N+](=O)[O-])c2)cs1 | ? | 25% | 8% | -6% | 6% | ? | 11% | 10% | 27% | ? | -3%
COc1cccc(NC(=O)CN2C(=O)NC3(CCc4ccccc43)C2=O)c1 (stereo not given) | 2% | -2% | -3% | . | . | 5% | . | -1% | 1% | -15% | .
COc1ccccc1N1C(=O)CC(c2ccccc2)CC1=O | 2% | 1% | 0% | . | . | 3% | . | -1% | -4% | 8% | .
CCOC(=O)C1CCCN(c2c(NCC3CCCN3CC)c(=O)c2=O)C1 (stereo not given) | 3% | 0% | 2% | 1% | 0% | 0% | -2% | 1% | 0% | -6% | -1%
CC(C)C(=O)OCC(=O)Nc1ccc2c(c1)CCC2 | 2% | 3% | 1% | 1% | -4% | 19µM* | 29% | 2% | 1% | 2% | 16%
Cc1nn(-c2ccc(Cl)cc2)c(NC(=O)C(C)C)c(-c2ccccc2)c1=O | 5% | -3% | 4% | -4% | -1% | -2% | 6% | -1% | -1% | 6% | -11%
Cc1cc(C)n(CCCNC(=O)c2ccc(C)o2)n1 | -1% | 14% | 8% | . | . | -13% | . | 1% | -4% | 11% | .
CC1(C)Cc2c(C#N)c(NCCCO)nc(-c3ccccc3)c2CO1 | -13% | -3% | 1% | -16% | -11% | 4% | -14% | 2% | 0% | 5% | 2%

Assay outcomes deposited in PubChem by National Center for Advancing Translational Sciences (NCATS).

This is a subset; rates above refer to the full screens.
